IEC-6 cytotox: kills IEC-6 intestinal cells in KLF5 counter-screen; hit rate 0.78% among 290,000; IEC-6 cytotoxicity, luminescence viability; AID 1825; inhibition, % at 5 µM; in the data active = inhibition above about 22%;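 also: 0% = plate median of test compound wells and 100% = cytotoxic reference compound wells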
aSyn UTR inh: 5' untranslated region of α-synuclein, MLPCN primary screen. alpha-synuclein 5'UTR reporter, inhibitor activity. inhibition, % (tested at 7.5 µM). hit rate 0.82% among 300,000; in the data active = inhibition above about 60%;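 also: H4 neuroglioblastoma cells stably carrying SNCA 5'UTR luciferase fusion; 0% = DMSO wells and 100% = positive control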
HSF1 inhib: HSF1 inhibition. NIH3T3-HGL HSE-luciferase, MG132-induced, luminescence 8 h; stronger effect = lower value. activity change, negative = inhibition, % at 7.5 µM (by protocol). hit rate 0.77% among 300,000. AID 2098;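 active = more than half of replicate wells show activity change below -50%, luminescence cut by over half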;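 also: luciferase reports HSF-1 transcriptional activity via heat shock element; 0% = median of DMSO wells and -100% = zero luminescence signal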
KLF5 inh: inhibitors of KLF5 expression; DLD-1 KLF5 promoter-luciferase reporter, luminescence; inhibition, % at 5 µM; hit rate 0.23% among 290,000;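 active = inhibition above a per-plate limit of that plate's mean compound inhibition plus 3 SD, cut at about 60% in these data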;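 also: 0% = DMSO wells and 100% = LY294002 at 200 µM; higher means less KLF5 promoter-driven luciferase light; inactives centre near -14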
HSP90 inh: inhibitors of HSP90 luciferase refolding in rabbit reticulocyte lysate | luciferase refolding luminescence, 3 h | inhibition, % at 5.6 µM | hit rate 0.91% among 290,000 | AID 1789;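 active = inhibition above the screen-wide mean plus 3 SD, computed separately per campaign, cut at about 16% in these data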;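 also: 0% = DMSO wells and 100% = 60 µM geldanamycin wells; inhibitors lower the luminescence because luciferase stays unfolded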
AI-2 QS modul: modulates the Vibrio harveyi AI-2 quorum sensing system | hit rate 0.4% among 300,000 | Vibrio harveyi JMH597 AI-2 luminescence/OD600 ratio, 9 h; stronger effect = lower value; strain lacks LuxN and CqsS sensors; 0 = neutral-control median | activity change, % at 7.5 µM | AID 2094; in the data active = activity change below about -75%, passing the limit was not always enough;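 also: luminescence divided by OD600 gain over 9 h not by final OD600 alone; inactives centre near 13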
GSK3beta inhib: human GSK3beta kinase inhibition | AID 2097 | hit rate 0.038% among 300,000 | P49841 | GST-GSK3beta kinase, ADP-Glo luminescence, 60 min; stronger effect = lower value | activity score (negative = inhibition), % at 10 µM;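 active = more than half of replicate wells score below -50%, meaning over 50% inhibition versus plate controls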;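 also: 0% = median DMSO wells and -100% = median GW8510 positive control wells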
Target sequence (P49841 whole entry, looked up): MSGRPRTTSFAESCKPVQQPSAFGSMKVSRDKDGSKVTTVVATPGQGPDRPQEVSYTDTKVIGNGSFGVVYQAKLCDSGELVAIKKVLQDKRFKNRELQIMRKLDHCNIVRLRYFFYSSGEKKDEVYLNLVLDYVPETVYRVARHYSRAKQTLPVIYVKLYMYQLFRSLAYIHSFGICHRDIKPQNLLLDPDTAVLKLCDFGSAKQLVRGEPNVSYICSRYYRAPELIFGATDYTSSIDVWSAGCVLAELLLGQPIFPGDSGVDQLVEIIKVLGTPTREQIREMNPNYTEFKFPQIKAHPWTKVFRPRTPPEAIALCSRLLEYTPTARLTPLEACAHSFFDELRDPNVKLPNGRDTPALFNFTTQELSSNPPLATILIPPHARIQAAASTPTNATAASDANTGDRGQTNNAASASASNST
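Test system: GST-fused GSK3beta enzyme, cell-free | Quantity: 1.6 ng GST-GSK3beta enzyme per well | Reagent: 25 µM ATP with peptide substrate | Schedule: 60 min enzyme reaction, room temperature | Signal: Luminescent ADP-Glo measurement of ADP formed | Read-out basis: Score relative to plate controls | Control set: DMSO and 20 µM GW8510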
PolyA inh: inhibitors of polyadenylation in S. cerevisiae. S. cerevisiae SKY197-pL101 polyadenylation reporter, beta-gal luminescence; efflux-impaired pdr1/pdr3 knockout yeast; score 100 = 6 SD above DMSO. calls only at 12 µM. hit rate 0.02% among 300,000. AID 1875;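 active = lowest replicate activity score at least 50, where 100 means six control SD above control mean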;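 also: yeast exposed to compound for 9 h at 30 °C; higher score means more reporter readthrough which indicates perturbed polyadenylation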
HSF-1 act: increases HSF-1 driven luciferase reporter signal | hit rate 1.7% among 300,000 | activation, % at 9 µM | NIH3T3-HGL HSF-1 luciferase reporter, MG132, 8 h; 100% = twice DMSO control signal;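 active = mean replicate activation of at least 50% with a set share of replicates each reaching 50%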;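 also: 0% = median of the neutral control wells and 100% = twice that signal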
GSK3A inh: blocks human GSK-3 alpha kinase; ADP-Glo luminescence, 60 min; inhibition, % at 10 µM; hit rate 0.1% among 320,000; AID 2650;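 in the data active = inhibition above about 50%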;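 also: GST-tagged GSK-3 alpha with peptide substrate and 25 µM ATP; 0% = DMSO neutral wells and 100% = GW8510 positive control wells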
Target sequence (P49840 whole entry, looked up): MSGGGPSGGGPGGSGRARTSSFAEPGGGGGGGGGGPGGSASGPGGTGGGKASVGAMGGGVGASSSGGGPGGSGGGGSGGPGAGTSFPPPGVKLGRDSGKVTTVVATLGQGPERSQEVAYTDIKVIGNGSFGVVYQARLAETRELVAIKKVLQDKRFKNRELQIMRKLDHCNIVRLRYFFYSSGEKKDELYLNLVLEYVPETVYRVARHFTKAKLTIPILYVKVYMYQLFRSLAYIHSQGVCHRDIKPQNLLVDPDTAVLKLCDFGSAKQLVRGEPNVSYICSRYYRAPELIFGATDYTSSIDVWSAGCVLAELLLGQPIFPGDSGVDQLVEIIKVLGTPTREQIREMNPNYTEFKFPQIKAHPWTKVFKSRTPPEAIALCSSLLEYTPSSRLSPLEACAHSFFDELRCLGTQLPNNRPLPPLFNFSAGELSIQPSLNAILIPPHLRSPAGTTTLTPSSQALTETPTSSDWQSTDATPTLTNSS
* marks the source's active call; other numbers are inactive results; i = inactive; . = no result given; & = joins results of further samples.

SMILES	IEC-6 cytotox	aSyn UTR inh	HSF1 inhib	KLF5 inh	HSP90 inh	AI-2 QS modul	GSK3beta inhib	PolyA inh	HSF-1 act	GSK3A inh
O=C(COc1ccc(Br)cc1)N1CCN(Cc2c[nH]c3ccccc23)CC1	-1	18	14	-15	3	11	-2	i	22	3
CCOC(=O)C1C2NC(=O)N(Cc3ccccc3)C1(C)Oc1c(OC)cccc12 (stereo unspecified)	8	4	-3	-16	1	26	0	i	5	-1
CCC(C)OC(=O)c1c(N)n(Cc2cccs2)c2nc3ccccc3nc12 (stereo unspecified)	1	30	2	4	-2	14	4	i	3	-3
O=c1[nH]c2ccccc2n1C1CCN(CCCC(c2ccc(F)cc2)c2ccc(F)cc2)CC1	0	-49	9	5	1	21	1	i	31	-4
Cn1c(O)c(C=Nc2ccccc2Sc2ccccc2)c(=O)n(C)c1=O	-3	15	-2	14	3	3	2	.	-5	-1
O=C(Cc1ccccc1)Oc1ccc([N+](=O)[O-])cc1	-5	3	1	-30	3	12	0	i	-14	0
Cc1cc(Cc2c(O)[nH]c(=S)[nH]c2=O)ccc1OC(C)C	-7	-17	-2	5	12	7	-1	i	18	-1
COc1ccc(-n2nc(C(=O)NCC(=O)N3CCC4(CC3)OCCO4)c3ccccc3c2=O)cc1OC	10	-53	-3	-43	1	18	2	i	14	-2
NC(=O)Cn1cc(C=C2C(=O)NC(=O)NC2=O)c2ccccc21	-2	7	-17	-13	1	15	2	i	-8	-1
O=P(O)(O)/C=C(\Cl)c1ccccc1	-7	-5	-2	-11	4	21	2	i	0	-1
Cc1c(C=C2C(=O)NC(=O)NC2=O)c(=O)n(-c2ccccc2)n1C	4	-15	-2	0	6	31	-3	i	3	-3
CNC(C(=O)c1ccccc1)C(OC(C)=O)c1cccc([N+](=O)[O-])c1 (stereo unspecified)	-6	1	-6	7	0	7	2	i	5	0
CCCCn1c(O)c(/C=N/N2CCCCC2c2cccnc2)c(=O)[nH]c1=S (stereo unspecified)	-12	-2	10	-27	-1	17	-2	i	49	-6
CCCCn1c(O)c(C(C)=Nc2ccc3c(c2)CCC3)c(=O)[nH]c1=O	-2	8	-5	-9	12	28	1	i	12	-3
COc1ccc(C2NCc3ccccc3-n3cccc32)cc1 (stereo unspecified)	0	2	-11	-32	-2	-8	-2	i	-1	1
Nc1ccc(CCN2CCCC2)cc1	3	-1	-4	-39	2	6	-15	i	-13	5
CCN(CC)c1ccc(N=Cc2c(O)n(Cc3ccccc3)c(=O)[nH]c2=O)cc1	-2&-5	28&11	7&-2	-26&-18	2&-1	3&24	2&-3	i	44&16	-10&-2
Cc1ccc(S(=O)(=O)N2CCCC(C(=O)N3CCC4(CC3)OCCO4)C2)cc1 (stereo unspecified)	-7	-7	-3	-12	0	23	2	i	2	0
Cc1cccc(-n2c(O)c(/C=C/C=Nc3ccccc3)c(=O)[nH]c2=O)c1	-4	6	6	-1	1	7	-1	i	4	-2
O=Cc1cn(Cc2ccccc2F)c2ccccc12	-2	52	3	-38	0	2	2	i	-16	1
C[N+]1(C)[C@@H]2CC[C@H]1CC(OC(=O)C(CO)c1ccccc1)C2 (stereo partly specified)	4	4	0	8	2	24	-4	i	-13	-2
CCC(C)N1CCN(C(=O)Cc2ccccc2)CC1 (stereo unspecified)	-2	7	-2	-23	-3	9	6	i	-10	-7
Cc1ccc(-c2nc3ccccc3c(=O)n2-c2cc(C)ccn2)cc1	5	-29	2	-2	-4	-8	-4	i	13	0
CCSc1nnc([C@@H](N)Cc2c[nH]c3ccccc23)o1	2	-9	17	-25	1	16	3	i	21	0
N#Cc1ccc(OCC(=O)N2CCN(Cc3ccc4c(c3)OCO4)CC2)cc1	6	8	-39	-95	2	27	0	i	-49	-2

Another view of part of the listing above:
| SMILES | IEC-6 cytotox | aSyn UTR inh | HSF1 inhib | KLF5 inh | HSP90 inh | AI-2 QS modul | GSK3beta inhib | PolyA inh | HSF-1 act | GSK3A inh |
| --- | --- | --- | --- | --- | --- | --- | --- | --- | --- | --- |
| Nc1ccc(CCN2CCCC2)cc1 | 3 | -1 | -4 | -39 | 2 | 6 | -15 | i | -13 | 5 |
| NC(=O)Cn1cc(C=C2C(=O)NC(=O)NC2=O)c2ccccc21 | -2 | 7 | -17 | -13 | 1 | 15 | 2 | i | -8 | -1 |

Further structures follow:
SMILES	IEC-6 cytotox	aSyn UTR inh	HSF1 inhib	KLF5 inh	HSP90 inh	AI-2 QS modul	GSK3beta inhib	PolyA inh	HSF-1 act	GSK3A inh
NC1CCCCC1N=Cc1c(O)n(Cc2ccc(F)cc2)c(=O)[nH]c1=O (stereo unspecified)	-3	-12	-1	-48	5	8	4	i	-4	-5
CC(Cc1ccccc1)[n+]1cc(/N=C(\N)[O-])on1 (stereo unspecified)	-2	-5	0	-24	1	34	3	i	2	-1
O=C(c1cc2ccccc2oc1=O)N1CCC2(CC1)OCCO2	1	-33	-2	-5	2	36	-4	i	-3	0
Cc1c(N=Cc2c(O)n(CCc3ccc(F)cc3)c(=O)[nH]c2=O)c(=O)n(-c2ccccc2)n1C	2	-5	-1	-50	0	12	-2	i	-5	0
CCc1c(C)nc(N)nc1N1N=C1SC	0	4	-4	6	-4	11	6	i	-1	0
C=C1N2CCC(CC2)C1(O)c1ccccc1C (stereo unspecified)	-2	.	.	7	0	.	.	.	.	-3
Cc1ccc2c(c1)C1CN(C)CCC1N2C(=O)COc1ccc(S(=O)(=O)N2CCOCC2)cc1 (stereo unspecified)	2	-9	-1	9	0	18	2	i	14	0
Cc1ccc(Cn2cc(C=O)c3ccccc32)cc1	-2	48	2	1	1	-1	1	i	7	1
CN(C)CCn1cnc2ccccc21	3	2	3	-30	2	13	-9	i	-4	0
c1ccc(NC2=NCCCS2)cc1	2	13	5	-42	3	0	-2	i	20	-1
CC12CN3CCN(CC(C3)C1O)C2 (stereo unspecified)	0	-37	-5	-29	-2	17	2	i	-2	-1
Cc1ccccc1-n1c(CNc2ccccc2)nc2ccccc2c1=O	.	5	6	.	.	9	-3	i	20	-1
Cn1ccnc1P(=S)(c1nccn1C)N1CCOCC1	2	1	-2	1	-3	24	2	i	0	-2
CCOP(=O)(OCC)C(NC(=O)c1ccccc1)C(Cl)(Cl)Cl (stereo unspecified)	2	-25	-12	-25	0	4	6	i	-17	-2
O=c1c2ccccc2nc(Cc2cccc([N+](=O)[O-])c2)n1-c1ccc(O)cc1	7	17	11	-5	6	30	-7	i	20	-3
C=CC1CN2CCC1CC2[C@@H](OC(=O)c1ccc(OC)cc1)c1ccnc2ccccc12 (stereo partly specified)	7	-11	7	15	4	26	0	i	10	-2
Cc1c(NP(=O)(C(C)(C)C)C(C)(C)C)c(=O)n(-c2ccccc2)n1C	2	-8	-1	-14	4	5	1	i	-10	-2
CC1CCC(C(C)C)C(OC(=O)COC(=O)c2ccccc2N)C1 (stereo unspecified)	1	-5	3	-13	-2	9	-1	i	7	-5
C[C@@H]1C2C[C@@]34COC(=O)C3=CC=C[C@H]4[C@@]13C[C@H](c1ccoc1)O[C@@H]3O2	-2	.	.	-9	-5	.	.	.	.	4
C[C@]12CC[C@H](O)C[C@@H]1CC[C@@H]1[C@@H]2CC[C@]2(C)C(=O)CC[C@@H]12	-6	-8	3	-11	-6	9	-1	i	2	5
CC(C)c1ccc(-n2c(O)c(C=NC(CCS(C)=O)C(=O)O)c(=O)[nH]c2=S)cc1 (stereo unspecified)	2	-5	-3	-17	3	23	-2	i	-20	.

Compounds listed so far that contain a halogen, in the order listed:
SMILES	IEC-6 cytotox	aSyn UTR inh	HSF1 inhib	KLF5 inh	HSP90 inh	AI-2 QS modul	GSK3beta inhib	PolyA inh	HSF-1 act	GSK3A inh
O=C(COc1ccc(Br)cc1)N1CCN(Cc2c[nH]c3ccccc23)CC1	-1	18	14	-15	3	11	-2	i	22	3
O=c1[nH]c2ccccc2n1C1CCN(CCCC(c2ccc(F)cc2)c2ccc(F)cc2)CC1	0	-49	9	5	1	21	1	i	31	-4
O=P(O)(O)/C=C(\Cl)c1ccccc1	-7	-5	-2	-11	4	21	2	i	0	-1
O=Cc1cn(Cc2ccccc2F)c2ccccc12	-2	52	3	-38	0	2	2	i	-16	1
NC1CCCCC1N=Cc1c(O)n(Cc2ccc(F)cc2)c(=O)[nH]c1=O (stereo unspecified)	-3	-12	-1	-48	5	8	4	i	-4	-5
Cc1c(N=Cc2c(O)n(CCc3ccc(F)cc3)c(=O)[nH]c2=O)c(=O)n(-c2ccccc2)n1C	2	-5	-1	-50	0	12	-2	i	-5	0
CCOP(=O)(OCC)C(NC(=O)c1ccccc1)C(Cl)(Cl)Cl (stereo unspecified)	2	-25	-12	-25	0	4	6	i	-17	-2

Screening results as filed in PubChem BioAssay.

Only part of the results is shown; the hit share may differ from the screen's.
